Screening data as filed in PubChem.
CatB mixtures – inhibitors of human cathepsin B in compound mixtures | Purified cathepsin B, AMC dipeptide fluorescence | 0.06% of 62,000 active | inhibition, %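 (ten-compound pools at 5 µM per compound and 50 µM total)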; in the data active = inhibition above about 22%, passing the limit was not always enough; inconclusive = no clear call, values can overlap the other calls;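 also: 0% = enzyme without compound and 100% = no enzyme blank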
C1s block – human complement C1s inhibition; P09871; 0.16% of 62,000 active; mean inhibition % of two 10-compound mixtures (hits give high values), % at 5 µM (by protocol); purified C1s, fluorogenic AMC substrate, pooled mixtures;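 active = inhibition above 20% in each of the two 10-compound mixture wells holding the compound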;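 also: 0% = enzyme wells lacking compound mixture and 100% = no-enzyme blank wells; some compounds called inactive have numbers as strong as hits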
CatL block – blocks human cathepsin L protease activity. 0.17% of 58,000 active. purified cathepsin L, fluorogenic substrate, fluorescence. P07711. inhibition, %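 (tested at 10 µM)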; in the data active = inhibition above about 45%;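 also: 0% = enzyme with no compound and 100% = no enzyme blank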
Cathepsin G inh – cathepsin G (human) inhibition; purified enzyme, AMC-tetrapeptide fluorescence, pooled mixtures; inhibition, % at 5 µM (by protocol); 0.2% of 62,000 active;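 active = inhibition above 20% in each of the two mixture wells holding the compound; inactive = inhibition of 20% or less in either well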;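 also: 0% = enzyme control without mixture and 100% = blank lacking enzyme; strong numbers were not always called active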
CatB inh – blocks human cathepsin B protease activity; inhibition, %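 (tested at 10 µM)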; purified cathepsin B, fluorogenic substrate, fluorescence; 0.1% of 63,000 active; P07858; in the data active = inhibition above about 21%;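 also: 0% = enzyme with no compound and 100% = no enzyme blank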
HER2 expr 66K – inhibitors of human Her2 kinase expression; P04626; SKBR-3 HER2 protein level, AlphaScreen, 18-24 h; hits give low values; HER2 level % of control, % at 10 µM; 0.69% of 65,000 active;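 active = HER2 level under 5% of the carrier-only control; inconclusive = no clear call, values can overlap the other calls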;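 also: 100% = DMSO carrier and 0% = 500 nM PU-H71 HSP90 inhibitor; lower value means stronger loss of Her2 protein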
PKA inh – blocks human protein kinase A activity; P17612; PKA Kemptide phosphorylation, Kinase-Glo ATP luminescence; inhibition, % at 6 µM; 0.1% of 65,000 active; AID 524;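 active = inhibition above the screen-wide mean inhibition plus 3 SD, cut at about 21% in these data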; also: many of its hits are not listed in these tables
ROCK2 inh – ROCK2 (human) kinase inhibition; O75116; purified ROCK2, Kinase-Glo ATP depletion luminescence; inhibition, % at 6 µM; 0.35% of 60,000 active; AID 604;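 active = inhibition above the screen-wide mean inhibition plus 3 SD, cut at about 18% in these data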;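 also: plate controls were DMSO wells for no effect and Y-27632 control wells after no-enzyme background subtraction for full effect; many of its hits are not listed in these tables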
Target sequence (O75116 whole entry, looked up): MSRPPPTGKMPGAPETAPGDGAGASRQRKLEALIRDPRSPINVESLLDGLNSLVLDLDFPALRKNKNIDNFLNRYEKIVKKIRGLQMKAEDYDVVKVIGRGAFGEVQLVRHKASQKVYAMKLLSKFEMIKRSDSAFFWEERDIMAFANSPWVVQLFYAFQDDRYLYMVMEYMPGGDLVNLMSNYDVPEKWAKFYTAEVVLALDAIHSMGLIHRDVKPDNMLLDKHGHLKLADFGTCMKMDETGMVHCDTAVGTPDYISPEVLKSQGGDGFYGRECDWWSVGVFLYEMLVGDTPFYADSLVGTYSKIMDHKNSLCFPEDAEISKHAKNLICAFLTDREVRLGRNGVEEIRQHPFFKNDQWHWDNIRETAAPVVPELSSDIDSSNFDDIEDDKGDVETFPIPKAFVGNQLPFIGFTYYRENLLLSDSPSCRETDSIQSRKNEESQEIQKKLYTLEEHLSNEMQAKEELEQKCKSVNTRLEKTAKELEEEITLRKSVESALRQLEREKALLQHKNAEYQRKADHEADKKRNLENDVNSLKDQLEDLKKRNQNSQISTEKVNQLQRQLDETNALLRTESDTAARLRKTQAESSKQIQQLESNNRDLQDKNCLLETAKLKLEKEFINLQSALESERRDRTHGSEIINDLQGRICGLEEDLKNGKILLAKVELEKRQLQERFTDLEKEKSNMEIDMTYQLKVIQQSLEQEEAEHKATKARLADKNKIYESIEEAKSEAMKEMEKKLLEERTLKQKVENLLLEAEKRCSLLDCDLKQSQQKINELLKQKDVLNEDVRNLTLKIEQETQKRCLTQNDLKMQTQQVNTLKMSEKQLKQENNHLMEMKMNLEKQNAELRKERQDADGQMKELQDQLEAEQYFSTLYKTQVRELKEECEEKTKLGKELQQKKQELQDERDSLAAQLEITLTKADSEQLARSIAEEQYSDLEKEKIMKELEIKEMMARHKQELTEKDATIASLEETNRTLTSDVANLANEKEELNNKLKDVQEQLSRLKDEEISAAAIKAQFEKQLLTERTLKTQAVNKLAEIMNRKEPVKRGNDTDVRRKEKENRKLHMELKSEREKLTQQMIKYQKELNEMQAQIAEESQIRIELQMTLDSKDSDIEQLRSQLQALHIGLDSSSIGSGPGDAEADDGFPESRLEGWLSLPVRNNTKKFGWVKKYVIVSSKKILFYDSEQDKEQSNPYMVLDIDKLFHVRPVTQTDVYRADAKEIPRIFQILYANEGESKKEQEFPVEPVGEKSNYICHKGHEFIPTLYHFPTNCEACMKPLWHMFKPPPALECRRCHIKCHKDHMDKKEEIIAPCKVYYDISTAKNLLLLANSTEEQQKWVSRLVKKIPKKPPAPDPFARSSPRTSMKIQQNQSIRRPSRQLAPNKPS
CatS block – inhibitors of human cathepsin S | recombinant cathepsin S, AMC dipeptide fluorescence, pooled mixtures | 0.06% of 62,000 active | AID 501 | P25774 | inhibition, %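 (tested at 5 µM per compound within 10-compound mixtures)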; in the data active = inhibition above about 32%, passing the limit was not always enough; inconclusive = no clear call, values can overlap the other calls;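 also: 0% = enzyme without compound and 100% = blank without enzyme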
Numbers without * were called inactive; ? = inconclusive; . = not tested or not shown. These rows are one share of the data; rates above refer to the full screens.

SMILES | CatB mixtures | C1s block | CatL block | Cathepsin G inh | CatB inh | HER2 expr 66K | PKA inh | ROCK2 inh | CatS block
COC(=O)c1ccc(COC(=O)C23CC4CC(CC(O)(C4)C2)C3)o1 | -6 | 4 | 3 | 5 | 2 | 120 | 10 | 8 | -3
O=C(COC(=O)c1ccccn1)Nc1ncc(C(F)(F)F)cc1Cl | 1 | -28 | . | 7 | 9 | 118 | 8 | . | -5
COc1cc(OC)cc(-c2nc(-c3ccccc3)no2)c1 | 6 | -4 | 12 | 0 | -1 | 56 | -3 | -5 | 17
COc1ccc(-c2ccc(-c3noc(-c4ccc(OC)c(OC)c4)n3)c(OC)n2)cc1 | 3 | 5 | -87 | 7 | 3 | 92 | 2 | 4 | 1
COc1ccc(OC)c2c(C)cc(N3CCN(C(=O)c4ccc(F)cc4)CC3)nc12 | 3 | -2 | 5 | -7 | 2 | 120 | 10 | 4 | -2
COc1ccc(-c2nc(CS(=O)(=O)CC(=O)Nc3ccc(Cl)cc3)c(C)o2)cc1 | 4 | 16 | 14 | 17 | 2 | 72 | -5 | 0 | -2
Brc1ccc(C2=Nn3c(nnc3-c3cccnc3)SC2)s1 | 4 | 17 | 18 | 10 | 3 | 106 | 10 | 5 | 2
N#Cc1cc(Sc2ccccn2)c(Sc2ccccn2)cc1C#N | -3 | 2 | 6 | 10 | 2 | 85 | -3 | 1 | 0
Brc1ccc(-c2nnc(-c3ccc4c(c3)OCO4)o2)o1 | 3 | 1 | -9 | 3 | 1 | 111 | 8 | 6 | 11
CCOc1ccc(CCNC(=O)C(C)n2nc(C)n3c(cc4occc43)c2=O)cc1OCC (stereo not given) | 4 | 13 | 10 | 9 | 2 | 108 | 4 | 4 | -1
COc1cccc(OCc2nnc(SCC(=O)NCc3ccco3)n2CCc2ccccc2)c1 | 0 | 10 | 1 | 7 | 3 | 93 | 11 | 4 | -3
CCOc1ccc(C2=Nn3c(nnc3-c3ccccn3)SC2)cc1 | . | . | 20 | . | 3 | 69 | 4 | -8 | .
COc1ccc(NC(=O)c2cccc(NC(=O)C3C4CC5OC(=O)C3C5C4)c2)c(OC)c1 (stereo not given) | 5 | 46 | -3 | 12 | 4 | 74 | 8 | 5 | 1
Cn1nnnc1SCC(=O)c1cccs1 | -5 | -8 | 14 | -7 | 3 | 363 | 1 | . | 3
COCc1cc(C)nc(SCC(=O)Nc2ccc(C)c(C)c2)c1C#N | . | . | 15 | . | 1 | 95 | 3 | 1 | .
COc1ccccc1N1CCN(CC(=O)Nc2ccc(C)c(F)c2)CC1 | -2 | -11 | 16 | 0 | 1 | 85 | -7 | -4 | 7
Cc1nc2sc(C(c3cccs3)N3CCN(c4cccc(Cl)c4)CC3)c(O)n2n1 (stereo not given) | 2 | -37 | 1 | -4 | 3 | 87 | 9 | 5 | -3
Cc1cccc(CCNC(=O)c2nnc(Cc3ccc(Cl)cc3)o2)c1 | 2 | 6 | . | 7 | 7 | 76 | 3 | 1 | 3
CCOC(=O)c1[nH]c2ccc(F)cc2c1NC(=O)CN1CCN(C/C=C/c2ccccc2)CC1 | 3 | -1 | -11 | 6 | 2 | 40 | 2 | -1 | -12
O=C1c2ccccc2C(=O)C1c1ccncc1 | 6 | 13 | 1 | 13 | . | 93 | -6 | 0 | 14
CCCN1CCN(CCCNC(=O)C2CCN(c3nnc(-n4cccc4)s3)CC2)CC1 | 5 | -33 | 11 | -1 | -2 | 86 | 2 | -1 | 12
c1coc(-c2nnc(-c3ccc4c(c3)OCO4)o2)c1 | 1 | -25 | -52 | 3 | 1 | 133 | 2 | 1 | -18
CCOC(=O)c1c(CN2CCC(C)CC2)oc2ccc(OC)cc12 | -6 | -24 | . | 4 | 1 | 111 | 1 | 3 | -2
COc1cccc(-c2cc(C(=O)Nc3ccccc3SC)no2)c1 | 0 | -15 | 18 | 0 | 4 | 60 | 4 | 3 | 8
O=C(NCC1CCCO1)c1cc(-c2ccco2)nc2ccccc12 (stereo not given) | -3 | -40 | -40 | 0 | -5 | 64 | -4 | 0 | 9
Cn1c(C(=O)N2CCN(Cc3ccc4c(c3)OCO4)CC2)cc2sccc21 | -5 | 1 | 24 | 13 | -2 | 100 | 7 | 4 | 3
Cn1c(SCC(=O)N2CCCCC2)nc2c([nH]c3ccccc32)c1=O | 4 | 8 | . | 7 | 0 | 86 | 0 | 4 | -4
COc1ccc(N(CC(=O)Nc2ccc(C)cn2)S(=O)(=O)c2c(C)noc2C)cc1 | -1 | 2 | 13 | -1 | -2 | 80 | -7 | -6 | 18
c1ccc(-n2cnc3cc(NCc4ccccn4)ccc32)cc1 | 5 | 13 | -7 | 11 | 1 | 136 | 2 | -2 | 21
O=C(CC1SCCNC1=O)Nc1cccc(C(F)(F)F)c1 (stereo not given) | -2 | -21 | 27 | 2 | -1 | 75 | -7 | -5 | 9
COc1ccc(C(=O)Nc2ccc(S(=O)(=O)N3CCCCC3C)cc2)c(OC)c1OC (stereo not given) | -2 | -64 | . | -10 | 0 | 85 | 0 | 0 | -6
O=C(CSc1ccc2nnc(-c3ccncc3)n2n1)N1CCc2ccccc21 | 4 | 12 | -3 | 9 | -1 | 103 | -5 | -3 | -3
COc1ccc(C2c3c(oc4ccccc4c3=O)C(=O)N2c2ccccn2)cc1 (stereo not given) | 5 | -1 | . | -2 | -2 | 101 | 0 | 2 | 5
CC(C)Nc1nc(NC(C)C)nc(C(N)=O)n1 | 3 | 14 | -6 | 10 | 0 | 102 | 1 | -2 | 4
CCN(CC)c1ccc(NC(=O)c2ccc(Br)o2)c(C)c1 | 6 | 4 | 8 | 0 | 2 | 93 | 9 | 11 | -5
O=C(Nc1cnc2sc3c(n2c1=O)CCCC3)c1ccc(F)cc1 | 0 | -27 | -10 | -4 | 1 | 142 | 6 | 1 | 2
CCN(CC)S(=O)(=O)c1cccc2cc(C(=O)O)c(O)cc12 | 4 | 11 | 2 | 10 | 0 | 101 | -7 | -5 | -3
CCOC(=O)Cc1csc(NC(=O)COc2ccc(N(C)S(=O)(=O)c3cccs3)cc2)n1 | 2 | 12 | 18 | 12 | 0 | 62 | 7 | . | 6
CCC(C)NC(=O)c1c(N)n(/N=C/c2ccccn2)c2nc3ccccc3nc12 (stereo not given) | 4 | 12 | -10 | 12 | 7 | 48 | -3 | 2 | 0
Cc1c(C#N)sc2nc(-c3ccccc3)nc(N3CCCC3)c12 | -10 | -14 | -19 | 5 | 1 | 102 | 10 | 4 | 6
CCn1c(SCc2nc(CC(=O)Nc3ccccc3OC)no2)nnc1-c1cccs1 | 4 | 6 | 4 | 16 | 7 | 113 | 7 | 2 | 9
COc1ccc(-c2ccc(-c3noc(-c4ccncc4)n3)c(OC)n2)cc1 | 1 | 12 | -9 | 6 | 3 | 119 | -1 | -4 | 7
O=C(CC1(O)C(=O)N(Cc2ccccc2)c2ccccc21)c1ccncc1 (stereo not given) | 2 | 2 | 5 | -2 | 2 | 85 | 6 | 3 | -6
COCCn1c(SCc2cnc(-c3ccccc3)s2)nnc1-c1ccncc1 | 1 | 5 | 10 | -2 | -2 | 75 | 12 | 6 | 12
COc1ccc(C2(C)NC(=O)N(Cc3cc(Cl)cc4c3OCOC4)C2=O)cc1OC (stereo not given) | 1 | 4 | 18 | -3 | -5 | 138 | 12 | 4 | 10
COc1cccc(NC(=O)NCc2cccn2C)c1 | 3 | 5 | -5 | -1 | 2 | 109 | 6 | 0 | 3
Cc1nc(SCC(=O)c2c[nH]c3ccccc23)n[nH]1 | 9 | -31 | -1 | 2 | -3 | 98 | 4 | -2 | 17
COc1ccc(-c2nnc(N(C)C(=O)c3cccnc3)s2)cc1 | -1 | -6 | 8 | 8 | 3 | 89 | -1 | -1 | 6
O=C(Nc1nc2ccccc2n1CCOc1ccccc1)c1ccco1 | 2 | -23 | 11 | -4 | -2 | 92 | -5 | -4 | 1
O=C(OCCOc1ccc(Br)cc1)c1cnccn1 | 1 | -10 | 3 | -5 | 5 | 85 | 6 | -4 | 1
C=CCOc1ccc(C2/C(=C(\O)c3c(C)[nH]c(C(=O)OC)c3C)C(=O)C(=O)N2CCN(C)C)cc1 (stereo not given) | -5 | -2 | -4 | 3 | -3 | 187 | -4 | -3 | ?
CCOC(=O)Cn1cc(C(=O)c2cccs2)c2ccccc21 | -11 | -124 | 4 | -24 | 7 | 85 | 7 | 12 | -5
COc1ccccc1CNC(=O)c1ccc(NS(C)(=O)=O)cc1 | 3 | -6 | -6 | -3 | -5 | 59 | 4 | 4 | -6
C(=NCCCN1CCOCC1)c1ccc2c(c1)OCO2 | -2 | -3 | 10 | -1 | -3 | 93 | 10 | 4 | 5
Cn1nc(-c2ccc(Cl)cc2)c2cc(C(=O)NCC3CCCO3)sc21 (stereo not given) | 4 | -6 | -5 | -1 | -2 | 39 | 5 | 2 | 7
Brc1ccc(-c2nnc3n2-c2ccccc2CC3)cc1 | 0 | -10 | 1 | -1 | 1 | 117 | 8 | 5 | 19
Cc1cccc(OCc2nnc(N)s2)c1 | 2 | -1 | 2 | -3 | -3 | 76 | 4 | 3 | -3
NC(=O)C1CCN(C2CC(=O)N(c3cccc(F)c3)C2=O)CC1 (stereo not given) | 6 | 2 | -2 | -31 | -2 | 84 | 2 | 1 | -3
OC(COc1ccccc1)CN1C2=NCCCN2c2ccccc21 (stereo not given) | 4 | 15 | 5 | 11 | 4 | 94 | 2 | 7 | -15
COCCCNC(=O)c1ccc(NS(C)(=O)=O)cc1 | 4 | 17 | 8 | 11 | 6 | 93 | -2 | 1 | 10

(next part)
SMILES | CatB mixtures | C1s block | CatL block | Cathepsin G inh | CatB inh | HER2 expr 66K | PKA inh | ROCK2 inh | CatS block
CCC(C)n1c(SC(C)C#N)nc2ccccc2c1=O (stereo not given) | 1 | -10 | 8 | 0 | 0 | 112 | 8 | 1 | -5
CCOc1cc(C2CC(=O)NC3=C2C(=O)C(C(=O)OC)C(C)C3)cc(Cl)c1O (stereo not given) | 3 | 2 | 4 | 10 | 3 | 83 | 12 | 9 | 0
O=C1COc2ccc(C(=O)COC(=O)C3CCN(S(=O)(=O)c4cccs4)CC3)cc2N1 | 3 | 2 | -7 | 1 | 0 | 89 | 6 | 2 | -3
Cc1ccccc1-n1nc2c(c1NC(=O)COc1ccc(Cl)cc1)CS(=O)C2 (stereo not given) | 4 | 8 | 9 | 9 | 1 | 72 | 5 | 3 | 6
Fc1ccc(-c2nnc(-c3ccc(Cl)cc3)o2)cc1 | 2 | 10 | -7 | 10 | -1 | 148 | 4 | 3 | -7
O=C(Cc1cccs1)NCc1ccccc1F | 6 | 12 | 5 | 11 | 2 | 111 | 0 | -1 | 2
COc1ccccc1N1C(=O)CC(Sc2nccc(C)n2)C1=O (stereo not given) | 1 | -56 | -6 | -2 | 1 | 89 | 1 | -4 | -11
CCOC(=O)N1CCN(C(=O)c2ccc(Cl)c(S(=O)(=O)N3CCOCC3)c2)CC1 | 1 | -64 | 17 | -7 | 5 | 112 | 0 | 4 | 13
Cc1nc(C)c(NC(=O)N2CCc3ccccc32)cc1NC(=O)N1CCc2ccccc21 | 4 | 14 | 14 | 11 | 1 | 41 | 4 | -6 | -3
COc1ccc2c(c1)c(C(O)CN1CCN(Cc3ccc4c(c3)OCO4)CC1)c(C)n2C (stereo not given) | 0 | 4 | -1 | -4 | -2 | 85 | 7 | 0 | -4
